# Screens as filed in PubChem.
# BoNT A protease = BoNT/A light chain protease inhibitors, primary screen, biochemical, flow cytometry, MLPCN library; multiplex microsphere protease substrate cleavage; inhibition, % at 10 µM; 360,000 compounds, 0.17% hits; AID 588499, 2011; further: plate controls were buffer without enzyme for full effect and enzyme alone for no effect
# 3CLpro inhibitor = SARS-CoV 3CLpro protease inhibitors, primary screen, biochemical, quenched FRET. inhibition, % at 6 µM. 290,000 compounds, 0.14% hits. recombinant SARS-CoV 3CLpro, quenched FRET peptide cleavage. Replicase polyprotein 1ab (Severe acute respiratory syndrome coronavirus), P0C6X7; in the data active means inhibition above about 12%
# CCHFV vOTU inh = CCHFV vOTU protease inhibitors, primary screen, biochemical, Pep-AMC substrate, fluorescence; Crimean-Congo hemorrhagic fever virus L polyprotein viral ovarian tumor (vOTU) protease …; inhibition, % at 11.5 µM; 370,000 compounds, 0.55% hits; AID 651958, 2012; in the data active means inhibition above about 30%; further: 0% = vehicle wells with enzyme and 100% = no enzyme wells
# Yp Topo-I inh = Yersinia pestis topoisomerase I inhibitors, primary screen, biochemical, cleavage product accumulation, plate reader, single point; DNA topoisomerase I (Yersinia pestis CO92); Y. pestis Topo-I cleavage product accumulation; activity, % at 10 µM; 360,000 compounds, 0.064% hits; AID 504884, 2011; in the data active means activity above about 50%, passing the limit was not always enough; inconclusive means no clear call, values can overlap the other calls; further: inactives centre near 2
# TcdB GH inh = TcdB glycohydrolase inhibitors, primary screen, biochemical, single point, plate reader | AID 652162, 2013 | inhibition, % at 9.99 µM | Toxin B (Clostridioides difficile), P18177 | 350,000 compounds, 0.24% hits | TcdB glycohydrolase enzymatic assay; in the data active means inhibition above about 10%
# Target sequence (P18177 whole entry, looked up): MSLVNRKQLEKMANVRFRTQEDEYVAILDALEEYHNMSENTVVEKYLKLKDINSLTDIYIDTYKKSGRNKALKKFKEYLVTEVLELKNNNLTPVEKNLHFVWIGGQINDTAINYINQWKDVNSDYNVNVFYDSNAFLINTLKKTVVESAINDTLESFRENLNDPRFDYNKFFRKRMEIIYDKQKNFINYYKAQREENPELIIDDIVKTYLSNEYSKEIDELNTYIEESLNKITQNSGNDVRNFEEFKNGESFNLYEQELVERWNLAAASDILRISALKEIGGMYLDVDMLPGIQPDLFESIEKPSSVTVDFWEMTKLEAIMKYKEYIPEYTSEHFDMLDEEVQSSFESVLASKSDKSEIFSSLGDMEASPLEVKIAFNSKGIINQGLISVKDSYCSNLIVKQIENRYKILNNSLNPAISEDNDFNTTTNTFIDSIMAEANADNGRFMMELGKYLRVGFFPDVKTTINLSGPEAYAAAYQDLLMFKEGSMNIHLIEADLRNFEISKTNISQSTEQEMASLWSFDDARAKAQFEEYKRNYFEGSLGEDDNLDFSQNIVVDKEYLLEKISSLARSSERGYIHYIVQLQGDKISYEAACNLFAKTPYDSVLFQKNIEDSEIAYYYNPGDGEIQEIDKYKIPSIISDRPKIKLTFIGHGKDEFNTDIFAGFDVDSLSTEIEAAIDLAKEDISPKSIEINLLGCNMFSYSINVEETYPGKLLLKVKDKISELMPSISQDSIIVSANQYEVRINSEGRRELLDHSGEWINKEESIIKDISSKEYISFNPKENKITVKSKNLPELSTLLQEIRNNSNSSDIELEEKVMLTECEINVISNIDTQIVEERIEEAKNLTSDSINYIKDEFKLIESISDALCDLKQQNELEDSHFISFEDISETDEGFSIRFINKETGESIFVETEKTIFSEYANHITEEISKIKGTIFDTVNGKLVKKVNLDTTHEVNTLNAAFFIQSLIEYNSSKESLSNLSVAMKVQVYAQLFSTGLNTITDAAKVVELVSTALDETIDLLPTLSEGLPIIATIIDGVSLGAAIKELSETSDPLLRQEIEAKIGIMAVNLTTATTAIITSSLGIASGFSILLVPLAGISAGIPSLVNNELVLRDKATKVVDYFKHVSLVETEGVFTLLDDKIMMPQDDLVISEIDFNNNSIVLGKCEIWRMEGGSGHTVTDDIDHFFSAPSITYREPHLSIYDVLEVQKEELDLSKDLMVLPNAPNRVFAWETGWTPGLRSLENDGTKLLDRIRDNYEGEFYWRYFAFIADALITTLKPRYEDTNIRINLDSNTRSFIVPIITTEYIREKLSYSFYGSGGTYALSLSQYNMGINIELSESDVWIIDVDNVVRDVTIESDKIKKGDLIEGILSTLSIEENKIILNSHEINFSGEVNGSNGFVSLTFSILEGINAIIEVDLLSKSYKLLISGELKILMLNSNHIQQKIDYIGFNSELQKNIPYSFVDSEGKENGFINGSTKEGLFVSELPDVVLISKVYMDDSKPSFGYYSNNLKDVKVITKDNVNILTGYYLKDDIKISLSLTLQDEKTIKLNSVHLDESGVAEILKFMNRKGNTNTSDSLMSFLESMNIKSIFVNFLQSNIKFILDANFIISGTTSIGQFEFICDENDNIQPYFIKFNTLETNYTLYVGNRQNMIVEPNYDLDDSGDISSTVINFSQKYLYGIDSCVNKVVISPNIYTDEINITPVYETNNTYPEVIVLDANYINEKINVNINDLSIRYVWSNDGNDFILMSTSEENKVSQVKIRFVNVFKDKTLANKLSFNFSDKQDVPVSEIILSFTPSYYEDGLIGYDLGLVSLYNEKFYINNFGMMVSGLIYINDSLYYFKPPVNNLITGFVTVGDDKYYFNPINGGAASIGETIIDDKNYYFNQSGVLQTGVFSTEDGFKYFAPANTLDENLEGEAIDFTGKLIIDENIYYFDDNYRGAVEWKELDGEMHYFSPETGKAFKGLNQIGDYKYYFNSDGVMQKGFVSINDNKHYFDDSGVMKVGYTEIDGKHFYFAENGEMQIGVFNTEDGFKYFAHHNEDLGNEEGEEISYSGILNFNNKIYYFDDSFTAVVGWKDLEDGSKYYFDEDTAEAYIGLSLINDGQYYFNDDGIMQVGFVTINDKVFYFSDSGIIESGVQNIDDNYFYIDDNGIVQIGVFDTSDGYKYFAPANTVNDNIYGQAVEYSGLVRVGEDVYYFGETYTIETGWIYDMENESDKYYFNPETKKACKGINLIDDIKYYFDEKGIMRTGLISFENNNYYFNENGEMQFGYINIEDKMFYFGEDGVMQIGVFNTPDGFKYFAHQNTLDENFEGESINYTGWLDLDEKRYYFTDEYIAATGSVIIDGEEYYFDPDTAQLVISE
# Vc quorum ag = inducers of Vibrio cholerae quorum light production without autoinducers, primary screen, BH1578 luxS cqsA deficient, single point; V. cholerae BH1578 lux reporter, luminescence, 6 h; activation, % at 18.7 µM; AID 588436, 2011; 350,000 compounds, 0.16% hits; in the data active means activation mostly above about 9.7%, no sharp cut-off; inconclusive means no clear call, values can overlap the other calls; inactive means mostly below about 3.7%; further: not every result past the cut was called active; inactives centre near 0; reference of the scale not given here
# PfHsp40 yeast = rescue of yeast from PfHsp40 toxicity, primary screen, S. cerevisiae, ATP luminescence; S. cerevisiae expressing PfHsp40, growth rescue; growth rescue, % at 12.5 µM; 340,000 compounds, 0.68% hits; in the data active means growth rescue above about 28%, passing the limit was not always enough; inconclusive means no clear call, values can overlap the other calls;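 further: yeast W303a lacking pdr1 and pdr3 grown in galactose medium; growth measured after three days at 30 °C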
# VHR inh abs = VHR1 phosphatase inhibitors, primary screen, biochemical, absorbance, uHTS; Dual specificity protein phosphatase 3 (Homo sapiens), P51452; recombinant VHR phosphatase, pNPP absorbance; inhibition, % at 13.3 µM; 290,000 compounds, 0.52% hits; AID 1654, 2009; in the data active means inhibition above about 50%; further: some compounds called inactive have numbers as strong as hits
# Anthrax LF inh2 = Bacillus anthracis LF protease inhibitors, primary screen, biochemical, multiplex microsphere, MLPCN library. multiplex microsphere protease cleavage assay. AID 588501, 2011. 360,000 compounds, 0.12% hits. Lethal factor (Bacillus anthracis), P15917. inhibition, % at 10 µM; further: plate controls were buffer without enzyme for full effect and enzyme alone for no effect
# PriA SSB inh = inhibitors of Klebsiella pneumoniae PriA binding to SSB C-terminal tail, primary screen, biochemical, AlphaScreen; inhibition, % at 33 µM; AID 1272365, 2023; AlphaScreen SSBct-PriA binding, biotinylated peptide; 430,000 compounds, 0.6% hits; PriA–SSB C-terminal tail interaction (Klebsiella pneumoniae); in the data active means inhibition mostly above about 37%, no sharp cut-off; inactive means mostly below about 20%;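 further: plate controls were negative control peptide for no effect and reference peptide for full effect; strong numbers were not always called active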
# The depositor's hits bear a star; i = inactive; u = inconclusive; x = not tested or not shown. Unless noted, no stated cut-off is given here; in the data, active means inhibition above about 30%; inconclusive means no clear call, values can overlap the other calls; inactive means below that.
1) NS(=O)(=O)c1ccc(NC(=O)COC(=O)CNC(=O)C23CC4CC(CC(C4)C2)C3)cc1
2) O=C(NC(=S)Nc1nc2ccc(F)cc2s1)c1ccco1
3) CC(=O)c1c(C)nc(C)nc1NC(=O)Cc1ccccc1
4) Cc1cnc(C)c(N2CCN(Cc3nc(-c4ccc(C)o4)oc3C)CC2)n1
5) O=C1c2oc3ccc(Cl)cc3c(=O)c2C(c2ccccn2)N1CCCN1CCOCC1 (configuration not stated)
6) O=C(C1CCCCN1S(=O)(=O)c1ccccc1)N1CCN(C(c2ccccc2)c2ccccc2)CC1 (configuration not stated)
7) O=C(C1CN(C(=O)c2cc3cc(Cl)ccc3o2)c2ccccc2O1)N1CCCCC1 (configuration not stated)
8) CC(Oc1ccc2c(-c3ccccc3)cc(=O)oc2c1)C(=O)N1CCC[C@@H]1C(N)=O (some centres not stated)
Assay by compound | 1 | 2 | 3 | 4 | 5 | 6 | 7 | 8
BoNT A protease | -0.2 | 0.4 | -0.9 | -0.4 | x | -0.7 | -1.3 | -0.6
3CLpro inhibitor | 5 | -1 | -1 | 3 | x | 5 | x | 0
CCHFV vOTU inh | 3 | 2 | 5 | -5 | 0 | -3 | 1 | 5
Yp Topo-I inh | -7 | -8 | 5 | 19 | x | -5 | 27 | 8
TcdB GH inh | 4.1 | 0.8 | x | 2.5 | 1.0 | x | -0.5 | 0.3
Vc quorum ag | 0.7 | -0.5 | -2.9 | x | x | -0.2 | -1.9 | -0.1
PfHsp40 yeast | -0.9 | -0.5 | 2.0 | -0.2 | x | 1.2 | -0.1 | 0.4
VHR inh abs | 14 | 6 | -14 | 0 | -2 | 11 | x | 13
Anthrax LF inh2 | -2 | -3 | 3 | 4 | x | -4 | 9 | 1
PriA SSB inh | -3 | -5 | -11 | 1 | -2 | 11 | 4 | 0

9) O=C(Nc1cccc(S(=O)(=O)Nc2ccccc2Cl)c1)c1ccc(N2CCCC2)c([N+](=O)[O-])c1
10) COc1cc(C(=O)N[C@@H](C)C(=O)NCc2ccco2)cc(OC)c1OC
11) CC1=CC(=O)C2=C(C)C[C@H](O)[C@@H]3[C@H](OC(=O)[C@H]3C)[C@@H]12
12) Cn1c(SCC(=O)Nc2ccc3cn[nH]c3c2)nnc1-c1cnccn1
13) C/C(=N\NC(=O)COc1ccc(C(C)(C)C)cc1)c1ccc(N2CCOCC2)cc1
14) COC(=O)c1cccc(Oc2cccc(C(F)(F)F)c2)n1
15) COc1cccc(CN2CCN(Cc3ccon3)CC2CCO)c1 (configuration not stated)
16) COc1ccccc1N1CCN(C(=O)C2CCCN(c3ncnc4c3nc3n4CCCCC3)C2)CC1 (configuration not stated)
Assay by compound | 9 | 10 | 11 | 12 | 13 | 14 | 15 | 16
BoNT A protease | -0.9 | -0.9 | -0.6 | 0.1 | 0.3 | -0.1 | 0.1 | -0.7
3CLpro inhibitor | 5 | 1 | x | 3 | 0 | 3 | 2 | -7
CCHFV vOTU inh | 3 | -14 | 2 | -1 | 10 | 16 | -6 | 8
Yp Topo-I inh | -6 | 11 | 4 | -6 | -11 | 6 | -9 | 40
TcdB GH inh | x | 0.8 | 1.5 | x | -0.4 | 0.6 | 0.4 | 1.4
Vc quorum ag | -0.2 | 0.5 | -0.1 | i | 0.1 | i | -0.2 | -0.3
PfHsp40 yeast | 0.3 | -1.9 | -1.3 | -0.6 | 0.5 | -1.5 | -1.8 | -1.4
VHR inh abs | 8 | 42 | x | 15 | 0 | 13 | 31 | 38
Anthrax LF inh2 | -3 | -2 | 0 | -7 | -2 | 2 | 0 | 3
PriA SSB inh | 1 | -3 | -9 | 13 | x | -15 | -11 | -2

17) O=C(O)c1ccc(O)c(O)c1
18) C=C(C)CSC1=C(C#N)C(c2ccccc2)CC(=O)N1 (configuration not stated)
19) Cc1cccc(-c2noc(CCCC(=O)Nc3cccnc3)n2)c1
20) C/C(N)=C(/C#N)C(=O)CSc1ncnc2ccccc12
21) COC(=O)c1cc(NC(=O)CC2C(=O)NCCN2C(=O)c2ccc(F)cc2)cc(C(=O)OC)c1 (configuration not stated)
22) CC(NC(=S)Nc1ccccc1)C1COc2ccccc2O1 (configuration not stated)
23) S=C(NCc1ccc(Cl)cc1Cl)NC1CCCCC1
24) O=C(O)c1cccc(N=NN2CCCCCC2)c1
Assay by compound | 17 | 18 | 19 | 20 | 21 | 22 | 23 | 24
BoNT A protease | -0.5 | u | -0.9 | 1.0 | -0.1 | 0.3 | -0.3 | -0.7
3CLpro inhibitor | 3 | 1 | 1 | -1 | 2 | 4 | 3 | 7
CCHFV vOTU inh | 2 | 4 | -10 | 18 | -14 | 10 | 10 | -5
Yp Topo-I inh | -6 | -1 | 5 | -11 | -4 | -5 | 4 | 7
TcdB GH inh | -21 | x | x | x | 1.1 | 0.2 | 0.8 | x
Vc quorum ag | -0.4 | 1.5 | x | -0.2 | i | -1.1 | -0.3 | -0.4
PfHsp40 yeast | -0.5 | 0.6 | -0.7 | -0.4 | -0.4 | -0.3 | 0.1 | -1.0
VHR inh abs | -15 | x | 23 | 36 | 10 | 30 | 5 | -8
Anthrax LF inh2 | -9 | 7 | -13 | 0 | 0 | 2 | 0 | -8
PriA SSB inh | 0 | 0 | -7 | -5 | -5 | -2 | -55 | -1

25) COc1cc(C(=S)N2CCOCC2)ccc1OS(=O)(=O)c1ccc(NC(C)=O)cc1
26) Cc1ccc(S(=O)(=O)NCC(=O)OCC(=O)N2CCN(C(=O)c3ccco3)CC2)cc1C
27) COc1ccc(/C=C2/C(=O)OCc3cc(OC)c(OC)cc32)c(OC)c1
28) O=C(NCCCN1CCOCC1)c1ccc(S(=O)(=O)Nc2ccccc2F)cc1
29) CN(c1ccccc1)S(=O)(=O)c1cccc(NC(=O)c2nn(C)c(=O)c3ccccc23)c1
30) O=C(COC(=O)CNS(=O)(=O)c1ccc2ccccc2c1)Nc1ccc2c(c1)OCO2
31) CC1(Cc2ccccc2F)C(=O)Nc2c(Cl)ccc(Cl)c21 (configuration not stated)
32) O=C(Nc1ccc(NC(=O)c2cccc([N+](=O)[O-])c2)cc1)c1cccc([N+](=O)[O-])c1
Assay by compound | 25 | 26 | 27 | 28 | 29 | 30 | 31 | 32
BoNT A protease | 0.2 | 1.2 | 0.2 | x | -1.3 | -0.1 | -0.8 | x
3CLpro inhibitor | 4 | x | 0 | x | x | 2 | x | -4
CCHFV vOTU inh | 1 | 9 | 0 | 6 | 10 | -5 | 4 | 11
Yp Topo-I inh | -3 | 0 | -7 | -1 | 13 | 14 | 28 | -5
TcdB GH inh | x | 1.6 | x | 2.5 | -1.2 | -1.0 | 0.6 | 1.9
Vc quorum ag | -0.2 | i | -0.3 | i | i | -0.3 | 0.3 | -0.6
PfHsp40 yeast | -0.5 | 0.4 | 0.2 | -0.1 | 3.2 | -1.2 | x | 1.1
VHR inh abs | -2 | x | 16 | x | x | 47 | x | 4
Anthrax LF inh2 | 1 | 4 | 0 | x | -10 | 0 | -4 | x
PriA SSB inh | -7 | -2 | -12 | -3 | 4 | 1 | x | -10

33) O=C(O)c1ccnc(SCC(=O)c2ccccc2)c1
34) COC(=O)C(C)Sc1nc2c(cnn2-c2ccc(F)cc2)c(=O)[nH]1 (configuration not stated)
35) CCN(CC)CCNC(Cc1ccccc1)c1cccc(OC)c1 (configuration not stated)
36) CC1CCN(CC(=O)Nc2ccc(S(=O)(=O)NC3CC3)cc2)CC1
37) CN(C)S(=O)(=O)c1cccc(NC(=O)COC(=O)C2(c3ccccc3F)CCCC2)c1
38) COc1ccc(CC(=O)NC2CCCCCC2)c(OC)c1
39) CC1CCCCC1NC(=O)c1ccc(N2CCCC2=O)cc1 (configuration not stated)
40) COc1ccc(OC)c(S(=O)(=O)N2CCNCC2)c1
Assay by compound | 33 | 34 | 35 | 36 | 37 | 38 | 39 | 40
BoNT A protease | 0.5 | 0.3 | 0.4 | 0.4 | -0.2 | -4.5 | u | -0.4
3CLpro inhibitor | 5 | -3 | x | -2 | 6 | 1 | 0 | -1
CCHFV vOTU inh | -1 | -14 | -4 | 14 | -3 | 24 | -10 | -6
Yp Topo-I inh | 2 | -3 | -2 | -1 | 37 | 7 | 3 | 6
TcdB GH inh | 0.0 | -0.9 | 0.1 | 1.4 | -2.8 | -7.7 | x | 0.4
Vc quorum ag | -0.3 | -0.6 | 0.8 | i | -0.2 | -0.4 | 1.4 | -0.2
PfHsp40 yeast | -0.7 | 0.1 | -1.1 | 0.0 | 0.5 | 0.2 | u | 0.2
VHR inh abs | -23 | 13 | x | 9 | -6 | 18 | 17 | 5
Anthrax LF inh2 | 0 | 10 | -8 | -2 | -6 | -11 | 0 | -4
PriA SSB inh | -14 | -1 | 0 | 7 | 2 | -13 | -9 | 7

41) O=C(/C=C/c1ccccc1[N+](=O)[O-])NCc1ccncc1
42) Cc1ccc(S(=O)(=O)N2CCC(=O)N(C(CO)Cc3ccccc3)CC2)cc1 (configuration not stated)
43) COc1ccc(C(=O)c2coc3ccc(OC(C)=O)cc23)cc1
44) O=C(NCCc1nc2ccccc2[nH]1)Nc1ccccc1
45) CCOc1ccc(CCNC(=O)Cn2cccc2C(=O)c2ccccc2)cc1OCC
46) CCN1C(c2ccccc2)=C(c2ccccc2)S/C1=C\C=C1/SC(=S)N(C)C1=O
47) Cc1ccc(C2=CC(=O)C[C@H](c3ccc4c(c3)OCO4)C2)cc1
48) CCOC(=O)CSc1nc2ccccc2c(=O)n1CC
49) CN(C)S(=O)(=O)N1CCC(CCCC2CCN(S(=O)(=O)N(C)C)CC2)CC1
50) CCOc1ccc(NC(=O)COc2ccc(C(=O)NCc3cccc(OC)c3)cc2OC)cc1
51) CCN1CCC(N(C)C2CCCCC2)CC1
Assay by compound | 41 | 42 | 43 | 44 | 45 | 46 | 47 | 48 | 49 | 50 | 51
BoNT A protease | -0.8 | 0.4 | -1.1 | 1.1 | 0.5 | 98* | -0.1 | 0.6 | 0.8 | -0.1 | 0.4
3CLpro inhibitor | 3 | -3 | -1 | 4 | 1 | 0 | x | -1 | -2 | x | -9
CCHFV vOTU inh | 10 | -3 | -6 | 0 | -10 | -7 | 13 | 0 | -7 | 8 | -9
Yp Topo-I inh | -3 | 10 | 1 | 6 | -2 | -2 | 47 | 6 | 19 | 3 | 2
TcdB GH inh | 0.5 | 6.0 | 0.0 | x | x | x | -0.9 | x | x | -0.3 | -0.5
Vc quorum ag | -0.5 | -0.5 | i | -1.0 | i | i | 7.4 | 3.9 | i | i | i
PfHsp40 yeast | -0.1 | -0.5 | 2.4 | 2.8 | 0.5 | 1.2 | 6.3 | 0.7 | 0.8 | -0.2 | 0.3
VHR inh abs | -2 | -7 | -9 | 3 | -26 | x | x | 4 | 11 | x | 30
Anthrax LF inh2 | -2 | 3 | -12 | -2 | 0 | 44* | -10 | 0 | 1 | -6 | -13
PriA SSB inh | 0 | -12 | -13 | -6 | -3 | 6 | -2 | -1 | -9 | -8 | -9

# Some of the compounds tested; rates above refer to the full screens.
